POLI inh = qHTS for Inhibitors of Polymerase Iota; hit rate 1% among 390,000; Potency, µM (top dose mostly 115 µM), for the others: at the highest dose activity, negative = inhibition, actives largely listed as inhibitors; DNA polymerase iota (Homo sapiens), Q9UNA4; Pol iota fluorescent replication assay, 10 min; note: potency is the fitted concentration of half-maximal effect
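Fluorescent replication assay read twice, at 0 min and 10 min after adding 50 nM (final) substrate. Enzyme (10 nM) and compounds were first incubated 15 min at room temperature; enzyme-free buffer wells were negative controls.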
PGK inhibitor = qHTS Assay to Find Inhibitors of Phosphoglycerate Kinase. Phosphoglycerate kinase, glycosomal (Trypanosoma brucei brucei), P07378. Potency, µM (series often up to 57.5 µM), inactives show at the highest dose activity change, negative = inhibition, most hits filed as inhibitors. hit rate 0.043% among 380,000. PGK/GAPDH coupled, Kinase-Glo luminescence, 60 min; note: potency is the fitted concentration of half-maximal effect; % is set by controls: 0 for no effect and ±100 for the full control effect; nearly all actives have a fitted effect of over 60% in size
Target sequence (P07378 whole entry, looked up): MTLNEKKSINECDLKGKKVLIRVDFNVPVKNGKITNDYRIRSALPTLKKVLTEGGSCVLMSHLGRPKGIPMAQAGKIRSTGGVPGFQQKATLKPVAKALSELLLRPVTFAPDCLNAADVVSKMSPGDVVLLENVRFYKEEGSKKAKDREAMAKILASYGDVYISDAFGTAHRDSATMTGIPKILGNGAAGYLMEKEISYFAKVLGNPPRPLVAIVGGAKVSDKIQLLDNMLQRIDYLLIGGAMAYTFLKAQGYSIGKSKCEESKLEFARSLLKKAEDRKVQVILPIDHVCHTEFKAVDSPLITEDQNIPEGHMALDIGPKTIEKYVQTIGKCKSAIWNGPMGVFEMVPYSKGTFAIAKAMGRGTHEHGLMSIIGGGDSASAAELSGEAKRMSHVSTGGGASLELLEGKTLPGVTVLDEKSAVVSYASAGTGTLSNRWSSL
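Recombinant glycosomal PGK reaction used 1,3-bisphosphoglycerate generated in-well by GAPDH (100nM final) in 100mM TEA pH 7.6, 5mM MgCl2, 0.01% Tween-20. After 60 minutes at room temperature, ATP was read by Kinase-Glo Plus luminescence end-point.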
Pol beta inh = qHTS Assay for Inhibitors of DNA Polymerase Beta; P06746; hit rate 1.3% among 340,000; AID 485314, 2010; Pol beta primer extension/strand displacement, fluorescence kinetic; Potency, µM (series often up to 114 µM), for the others: top-dose activity change, negative = inhibition, hits mostly inhibitors; note: potency is the fitted concentration of half-maximal effect; % is set by controls: 0 for no effect and ±100 for the full control effect
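Curves were derived by four-parameter Hill fits of normalized qHTS data. The kinetic fluorescent primer-extension read was taken at 0 and 10 min after 50 nM substrate, following a 15 min room-temperature preincubation of 10 nM enzyme with compounds.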
Pol eta inh = qHTS for Inhibitors of Polymerase Eta | DNA polymerase eta (Homo sapiens), Q9Y253 | recombinant Pol eta, fluorescent DNA replication assay | Potency, µM (series often up to 114 µM), inactives show at the top dose activity change, negative = inhibition, actives largely listed as inhibitors | hit rate 1.2% among 390,000; note: potency is the fitted concentration of half-maximal effect; % is set by controls: 0 for no effect and ±100 for the full control effect
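Pol eta at 10 nM preincubated with compounds 15 min at room temperature; reaction started with fluorescent substrate (50 nM final) and read kinetically at 0 and 10 min.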
BLM inh = qHTS Assay for Inhibitors of Bloom's syndrome helicase (BLM) | hit rate 0.2% among 350,000 | Potency, µM (doses to about 56.1 µM), for the others: at the highest dose activity change, negative = inhibition, actives largely listed as inhibitors | RecQ-like DNA helicase BLM (Homo sapiens), P54132 | AID 2528, 2010 | recombinant BLM DNA unwinding, fluorescence dequenching;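 note: potency is the fitted concentration of half-maximal effect; plate controls were vehicle for no effect and no enzyme for full effect; nearly all actives have a fitted effect of over 35% in size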
RXFP1 antagonist = qHTS Assay for Antagonists of the Relaxin Receptor RXFP1; Relaxin receptor 1 (Homo sapiens), Q9HBX9; HEK293-RXFP1, relaxin-stimulated cAMP HTRF, 30 min; active compounds read low; activity change, negative = inhibition, % at 57.5 µM; hit rate 0.59% among 350,000; AID 1259400, 2018;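 active = activity change of -60% or lower, but not beyond a set lower limit; inconclusive = change between -60% and -40%, or beyond the set limit; inactive = change above -40%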; note: % is set by controls: 0 for no effect and ±100 for the full control effect
Pol kappa inh = qHTS for Inhibitors of Polymerase Kappa; DNA polymerase kappa (Homo sapiens), Q9UBT6; purified Pol kappa, fluorescent DNA synthesis assay, 10 min; Potency, µM (doses to about 107 µM), inactives show top-dose activity, negative = inhibition, usual class: inhibitors; hit rate 0.53% among 400,000; AID 588579, 2011; note: potency is the fitted concentration of half-maximal effect; % is set by controls: 0 for no effect and ±100 for the full control effect
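Kinetic fluorescence readout at 0 and 10 min followed reaction start with substrate at 50 nM final. Beforehand, enzyme (10 nM Pol kappa) stood 15 min with compound at room temperature; buffer-only wells were negative controls.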
APE1 inh = qHTS Assay for Inhibitors of the Human Apurinic/apyrimidinic Endonuclease 1 (APE1); recombinant APE1, TAMRA/BHQ-2 abasic DNA cleavage fluorescence; Potency, µM (doses to about 65.8 µM), inactives show at the top dose activity change, negative = inhibition, most hits filed as inhibitors; hit rate 0.35% among 350,000; AID 2517, 2012;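 note: potency is the fitted concentration of half-maximal effect; plate controls were vehicle for no effect and reference inhibitor for full effect; nearly all actives have a fitted effect of over 55% in size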
Target sequence (P27695 whole entry, looked up): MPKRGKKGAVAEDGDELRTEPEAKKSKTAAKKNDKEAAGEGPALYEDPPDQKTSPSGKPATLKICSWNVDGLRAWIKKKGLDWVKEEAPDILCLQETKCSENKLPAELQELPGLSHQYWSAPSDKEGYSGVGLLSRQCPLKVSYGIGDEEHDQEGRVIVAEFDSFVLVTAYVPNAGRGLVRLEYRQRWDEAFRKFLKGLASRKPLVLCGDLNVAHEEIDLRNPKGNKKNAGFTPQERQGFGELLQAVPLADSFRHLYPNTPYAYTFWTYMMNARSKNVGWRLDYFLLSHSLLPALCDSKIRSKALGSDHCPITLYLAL
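Step 1: APE1 (0.75 nM) with compound, 15 min RT. Step 2: add 50 nM fluorophore/quencher THF duplex. Step 3: three fluorescence reads 60 s apart (525/598 nm); read 3 minus read 1 = reaction progress.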
Apoferritin bind = qHTS Assay for Identification of Novel General Anesthetics. apoferritin/1-aminoanthracene competitive binding, fluorescence. Potency, µM (doses to about 77.5 µM), for the others: top-dose activity change, negative = displacement, usual class: inhibitors. hit rate 0.074% among 350,000; note: potency is the fitted concentration of half-maximal effect; % is set by controls: 0 for no effect and ±100 for the full control effect; nearly all actives have a fitted effect of over 20% in size
Target sequence (P02791 2-175 limits assumed): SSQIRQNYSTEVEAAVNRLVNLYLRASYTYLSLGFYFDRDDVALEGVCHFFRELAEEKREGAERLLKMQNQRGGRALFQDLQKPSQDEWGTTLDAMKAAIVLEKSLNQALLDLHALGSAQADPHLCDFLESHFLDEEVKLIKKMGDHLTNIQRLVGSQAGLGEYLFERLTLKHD
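Probe: 1-aminoanthracene (50% saturated, PBS). Protein: horse-spleen apoferritin, 10 uM. Incubation: 10 min, room temperature. Detection: 380 nm excitation, 535 nm emission. Analysis: normalized response, four-parameter Hill.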
Numbers without * were called inactive; i = inactive; ? = inconclusive; . = no result given; & = joins results of further samples; [ ] = another dose, or the depositor's remark. Unless noted, calls come from the whole dose curve; as a rule, active = well fitted curve in the direction sought with a large enough effect; inconclusive = small, poorly fitted or top-dose-only effect, or another doubt; inactive = no such curve, though single readings can be large; an effect the other way counts as inactive or inconclusive. These rows are one share of the data; the hit share may differ from the screen's.

SMILES | POLI inh | PGK inhibitor | Pol beta inh | Pol eta inh | BLM inh | RXFP1 antagonist | Pol kappa inh | APE1 inh | Apoferritin bind
COC(=O)c1ccc(COC(=O)c2ccc(SC)cc2OC)cc1 | 23% | 8% | 35% | -24% | -2% | -3 | -8%[60.1 µM] | -3% | 6%
Cc1ccc(-c2nc(-c3cccnc3)no2)c(C)c1 | ? | -8% | 2% | 6% | -3% | 6 | -11% | 7% | -9%
COc1ccccc1NC(=O)c1ccc2c(c1)nnn2C | -3% | -1% | 25% | 5% | 3% | 1 | 9% | -2% | -6%
CN(C)c1ccc(CNC(=O)c2cc(S(=O)(=O)N3CCCC3)cn2C)cc1 | -3% | -3% | 4% | -18% | 0% | -1 | -19% | 3% | -9%
COc1cc(/C=C/C(=O)c2ccc(C)cc2)ccc1OCC#N | ? | 6% | -20% | ? | -3% | -7 | -8% | 8% | 0%
COc1ccc(NC(=S)N(CCc2ccc(OC)c(OC)c2)Cc2ccccn2)cc1 | -5% | 0% | 22% | -21% | -3% | -13 | -21% | -1% | -9%
Cc1cc(=O)oc2ccc(OCC(=O)N3CCc4ccccc43)cc12 | -7% | -11% | 2% | 2% | 3% | -1 | 2% | 1% | -12%
CCOc1ccc(NC(=S)Nc2cc(C)[nH]n2)cc1 | 86%[activator] | 5% | 0% | -14% | -11% | -15 | -1% | 2% | -5%
COc1ccc2nc(N=NC3=C(O)CC(C)(C)CC3=O)sc2c1 | 5% | -16% | 4% | -17% | 2% | -21 | -17% | -5% | ?
C=COC(=O)c1sc2nc(C)cc(C)c2c1N | -2%[58.9 µM] | i | 3% | 0% | -5% | -3 | -3% | -4% | 83%[activator]
Cc1cc(C)cc(OC(=O)CS(=O)c2ccc(C(F)(F)F)cc2[N+](=O)[O-])c1 (stereo not given) | -7% | -8% | 3% | -8% | -11% | 1 | -20% | 27% | ?
COc1ccc(NC(=O)N2CCN(c3ccc([N+](=O)[O-])cc3)CC2)cc1OC | 47%[activator] | -7% | 2% | -5% | -2% | -8 | 7% | 0% | ?
CCOC(=O)C1CCN(S(=O)(=O)c2ccc(-c3nc4ccccc4s3)s2)CC1 | ? | -4% | ? | ? | -11% | -22 | -17% | -5% | -19%
COc1cc(CNCc2ccc(OC)cc2OC)cc(OC)c1 | 33%[activator] | -9% | 8% | -14% | 6% | 7 | 7% | 1% | -7%
Cc1ccc(C(=O)N/C(=C\c2ccccc2)C(=O)NCCN2CCOCC2)cc1 | 93%[activator] | -5% | 2% | -11% | 2% | -7 | -6% | -18% | -7%
COc1ccc(C2CC(c3ccccc3)Nc3ncnn32)cc1 (stereo not given) | -18% | -6% | -6% | -8% | 1% | -10 | -11% | 3% | -10%
CN(C)S(=O)(=O)c1ccc(NC(=O)N2CCN(c3cccc(C(F)(F)F)c3)CC2)cc1 | 2% | 6% | 11% | -8% | -11% | -7 | -17% | 1% | 6%
O=C(CSc1ccc(Cl)cc1)Nc1ncccn1 | 3% | -6% | 5% | -17% | -1% | . | 3% | 2% | -4%
Cc1ccc(NC(=O)c2sc3nc(-c4ccc(F)cc4)ccc3c2N)cc1F | -7% | -2% | ? | -11% | -1% | . | -3% | . | 49%[activator]
Cc1ccc(-n2nc(-c3cccnc3)cc2C(=O)N2CCOCC2)c(C)c1 | 29% | -4% | 6% | ? | -3% | -2 | -1% | -4% | -19%
CCN1CCN(C(=O)Nc2cc(Cl)ccc2OC)CC1 | 64%[activator] | -4% | 2% | -16% | 0% | -7 | 0% | 1% | -12%
C/C(=N\NC1=N[C@H]2CS(=O)(=O)C[C@H]2S1)c1ccccc1 | 74%[activator] | 3% | -1% | -5% | 3% | 2 | 2% | 0% | -9%
Cc1cc(C)c(C)c(S(=O)(=O)NCC(=O)Nc2ccccc2F)c1C | 47%[activator] | -7% | -14% | -21% | -5% | 9 | -12% | 9% | -19%
CSc1sc(-c2nnc(SCC(=O)Nc3ccc(Cl)cc3)n2C)c2c1C=CCC2 | 7% | i | 6% | 11% | -9% | 3 | -16% | 3% | -5%

Record cards, as listed above:
COc1ccc(C2CC(c3ccccc3)Nc3ncnn32)cc1 (stereo not given) across the screens: POLI inh: -18%; PGK inhibitor: -6%; Pol beta inh: -6%; Pol eta inh: -8%; BLM inh: 1%; RXFP1 antagonist: -10; Pol kappa inh: -11%; APE1 inh: 3%; Apoferritin bind: -10%
O=C(CSc1ccc(Cl)cc1)Nc1ncccn1 across the screens: POLI inh: 3%; PGK inhibitor: -6%; Pol beta inh: 5%; Pol eta inh: -17%; BLM inh: -1%; RXFP1 antagonist: .; Pol kappa inh: 3%; APE1 inh: 2%; Apoferritin bind: -4%

(list continues)
SMILES | POLI inh | PGK inhibitor | Pol beta inh | Pol eta inh | BLM inh | RXFP1 antagonist | Pol kappa inh | APE1 inh | Apoferritin bind
O=C(CS(=O)(=O)c1cccc2nsnc12)N1CCN(c2ccc(F)cc2)CC1 | -5% | -6% | 0% | -4% | 0% | . | -2%[60.1 µM] | . | ?
O=C(c1ccc(Cl)c(Cl)c1)N1CCOCC1 | 8% | -2% | 2% | -17% | 5% | 1 | 1% | -2% | 3%
NC(=O)c1ccc(NCCc2ccccc2)c([N+](=O)[O-])c1 | 36%[activator] | 6% | 19% | -13% | -8% | -6 | 7% | 9% | ?
COc1ccc(-c2cc(C3C4C=CCCC4(C)C(=O)N3Cc3ccccc3)ccc2F)cc1 (stereo not given) | -13% | . | . | . | -5% | . | -18% | 9% | 59%[activator]
CN(C)c1cccc(C(=O)OC(C(=O)Nc2ccc(Cl)cc2C(F)(F)F)c2ccccc2)c1 (stereo not given) | 16% | -3% | 20% | -22% | -4% | 8 | -2% | 5% | 136%[activator]
Cc1ccc(C)c(Cn2c(=O)n(CCC(=O)NCc3ccco3)c(=O)c3ccccc32)c1 | 15% | -8% | 1% | 3% | 1% | 0 | 1% | -4% | -5%
Cc1ccc(S(=O)(=O)N2C(=O)CCC2C(=O)O/N=C(\N)c2ccccc2)cc1 (stereo not given) | -4% | -3% | -6% | ? | -8% | -17 | -4% | 61%[activator] | -5%
O=C(NCCN1CCOCC1)c1ccc(CSc2nc3ccncc3n2Cc2ccc(F)cc2)cc1 | 25% | i | 0% | -7% | 3% | -1 | 1% | -8% | -8%
Cn1c(NCC(O)c2ccccc2)nc2c1c(=O)n(Cc1ccc(Cl)cc1)c(=O)n2C (stereo not given) | -9% | -1% | -13% | -18% | -7% | -11 | -2% | 4% | -12%
COc1ccc(N(C(=O)c2snc(C(N)=O)c2N)C(C(=O)NC2CCCC2)c2ccc(F)cc2)c(OC)c1 (stereo not given) | 18% | -10% | 24% | 0% | -4% | -19 | -3% | 36% | -15%
CCOC(=O)c1ccc(-n2c(C)nc3c(cnn3-c3ccccc3C)c2=O)cc1 | -6% | -3% | 4% | -17% | -3% | . | -15% | -2% | 2%
CCOC(=O)C1=C(COC(=O)/C=C/c2cc(OC)c(OC)c(OC)c2)NC(=O)NC1C (stereo not given) | 29% | -5% | 16% | -11% | -8% | 8 | -17% | 1% | -3%
O=C(CC12CC3CC(CC(C3)C1)C2)Nc1nncs1 | -16% | 0% | 22% | -3% | -7% | 6 | -6% | 20% | ?
Cc1ccc2oc(-c3ccc(NC(=O)c4oc5ccc(Cl)cc5c4C)cc3)nc2c1 | 34%[activator] | 1% | 11% | -11% | -1% | -7 | 5% | . | -8%
O=C(Nc1oc2ccc(Cl)cc2c(=O)c1-c1ccc(F)cc1)c1ccco1 | 35% | -9% | -5% | -14% | -1% | -5 | 4% | 45% | -9%
O=C(c1cccc(COc2ccc(Cl)cc2Cl)c1)N1CCN(c2ccccn2)CC1 | 17% | . | 2% | -1% | -6% | -13 | -11% | 0% | 122%[activator]
CC(=O)N1N=C2/C(=C/c3ccccc3)CCCC2C1c1ccccc1 (stereo not given) | 36%[activator] | -6% | -20% | -12% | -14% | ? | -4% | -13% | -11%
FC(F)Oc1ccc(-c2c[n+]3c(n2-c2ccccc2)CCCCC3)cc1 | -8% | 10% | 26% | -7% | 1% | 0 | -3% | 5% | -10%
Cc1ccc(C(=O)c2nc(C(=O)NCCO)nc3ccccc23)cc1 | -4% | -5% | . | 0% | . | . | -10% | 4% | .
O=C(Nc1ccc(F)cc1)c1oc2ccccc2c1NC(=O)C1CCCCC1 | 7% | 10% | -14% | -22% | -9% | . | -34% | . | -8%
CCCCCCCC/C=C\CCCCCCCC(=O)OC[C@H](CO)OC(C)=O | . | . | . | . | -4% | . | 1%[19.4 µM] | 4%&5% | -10%
CCOc1ccc(S(=O)(=O)N2CCN(C(=S)NCc3ccco3)CC2)cc1 | -9% | -15% | 6% | ? | -3% | 1 | -13% | -5% | -8%
CC(C)c1ccc(S(=O)(=O)N2CCN(C(C)C(=O)N3CCCC3)CC2)cc1 (stereo not given) | 7% | -2% | . | -10% | . | -1 | -6% | -3% | .
CCCCCOc1ccc(C(=O)N(Cc2ccco2)C2CCS(=O)(=O)C2)cc1 (stereo not given) | -9% | i | 4% | -19% | -5% | 4 | -11% | 2% | ?
O=C(CN1C(=O)S/C(=C\c2ccc(O)c([N+](=O)[O-])c2)C1=O)Nc1ccc(N2CCOCC2)cc1 | -10% | 2% | 1% | 2% | ? | -32 | -8% | ? | -6%
Nc1cc(C(=O)O)ccc1Nc1ccc(F)c(F)c1 | -11% | -5% | -13% | -10% | -2% | -3 | -5% | -1% | -13%
Cc1cc(-c2cccc(Br)c2)c(C#N)c(N)n1 | 36%[activator] | -6% | 7% | -5% | -4% | 15 | 4% | 1% | 2%
